Screening results: PubChem BioAssay, several laboratories
SKN-1 inh: blocks SKN-1 activity in C. elegans; C. elegans VP596 Pgst-4::GFP/RFP ratio, acrylamide-induced, 24 h; inhibition, % at 21.8 µM; hit rate 0.49% among 360,000; AID 624304;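 active = interference check ratio from 0.5 to 1.5 plus GFP to RFP signal ratio inhibition reaching or exceeding a fixed threshold, cut at about 30% in these data, passing the limit was not always enough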; also: some compounds called inactive have numbers as strong as hits
MsrA inhibitor: inhibits bovine methionine sulfoxide reductase A | purified bovine MsrA, absorbance read-out | inhibition, % at 15.5 µM | hit rate 0.75% among 360,000 | AID 651718; in the data active = inhibition above about 4.5%;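 also: 0% = vehicle wells with enzyme and 100% = reference inhibitor wells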
FAS-TE inh: inhibitors of human fatty acid synthase thioesterase domain | AID 602261 | inhibition, % at 15 µM | recombinant FAS-TE, OMFH fluorogenic substrate, fluorescence endpoint | hit rate 0.67% among 360,000;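 active = compounds whose normalised, plate-corrected inhibition of enzyme fluorescence in the single-dose primary screen is 50% or more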;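 also: 0% = DMSO with enzyme and 100% = substrate without enzyme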
eLon inh: inhibits E. coli Lon protease; purified E. coli Lon protease, fluorescence polarization; inhibition, % at 7.94 µM; hit rate 0.42% among 360,000; AID 602123; in the data active = inhibition above about 13%, passing the limit was not always enough;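 also: 0% = enzyme with probe and DMSO and 100% = no enzyme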
MLLE-PAM2 inh: inhibitors of microRNA-mediated deadenylation, human PABP1 MLLE binding; GST-MLLE / FITC-PAM2 fluorescence polarization; inhibition, % at 20 µM; hit rate 0.36% among 360,000; in the data active = inhibition above about 35%, passing the limit was not always enough;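 also: plate controls were DMSO wells with GST-MLLE for no effect and wells lacking GST-MLLE protein for full effect; some results filed as inactive read as strong as hits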
Target sequence (P11940 whole entry, looked up): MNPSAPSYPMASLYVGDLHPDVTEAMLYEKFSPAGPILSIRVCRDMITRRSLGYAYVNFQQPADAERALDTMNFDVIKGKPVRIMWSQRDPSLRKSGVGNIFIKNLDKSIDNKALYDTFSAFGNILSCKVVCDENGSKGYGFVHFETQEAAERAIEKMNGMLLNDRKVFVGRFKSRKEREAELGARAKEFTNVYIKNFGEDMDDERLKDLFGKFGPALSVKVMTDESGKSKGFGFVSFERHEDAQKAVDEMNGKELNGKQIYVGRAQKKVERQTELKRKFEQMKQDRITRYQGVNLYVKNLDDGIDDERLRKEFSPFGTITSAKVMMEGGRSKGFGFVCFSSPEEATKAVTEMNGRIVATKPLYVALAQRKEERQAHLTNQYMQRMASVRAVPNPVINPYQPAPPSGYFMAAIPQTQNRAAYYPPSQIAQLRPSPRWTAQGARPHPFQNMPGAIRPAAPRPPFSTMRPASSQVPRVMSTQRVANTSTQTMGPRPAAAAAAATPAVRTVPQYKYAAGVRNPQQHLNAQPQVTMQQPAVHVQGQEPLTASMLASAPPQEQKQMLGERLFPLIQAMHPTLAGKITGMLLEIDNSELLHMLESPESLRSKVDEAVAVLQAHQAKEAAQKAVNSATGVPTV
MT1-MMP act inh: MT1-MMP (human) activation inhibition; P50281; HT1080 RFP-PRO-GFP cells, GFP/RFP ratio fluorescence, overnight; percent of plate control window, DMSO zero; GFP/RFP ratio change, % at 20 µM; hit rate 0.061% among 360,000;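 active = GFP/RFP ratio change of at least 30% with cell ATP level not reduced by more than half and red fluorescence within 50% of control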; also: strong numbers were not always called active
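Assay system – RFP-PRO-GFP reporter HT1080 cells · Compound dosing – single dose of 20 µM compound, 1% DMSO final · Incubation – overnight compound exposure at 37 °C · Measure – GFP/RFP fluorescence ratio · Benchmarks – DMSO wells and RFP-L50D-GFP cells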
bovine MsrA act: bovine methionine sulfoxide reductase A activation; purified bovine MsrA, absorbance read-out; hit rate 0.3% among 360,000; AID 602163; activation, % at 10.6 µM; in the data active = activation above about 7.5%;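 also: 0% = vehicle and 100% = reference activator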
NRP1-CendR mod: alters CendR peptide binding to human NRP-1 | O14786 | FAM-RPARPAR peptide binding to NRP-1, fluorescence polarization | inhibition, % at 25 µM | hit rate 0.85% among 360,000;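 active = inhibition or corrected inhibition above about 18%, plus a signal ratio from 0.5 to 1.5, limit read from the data, passing the limit was not always enough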; also: strong numbers were not always called active
Tb MetRS inh: blocks T. brucei methionyl-tRNA synthetase activity | hit rate 0.4% among 360,000 | AID 624268 | purified T. brucei MetRS, ATP depletion, Kinase-Glo luminescence | inhibition, % at 11.9 µM;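 active = inhibition above a per-plate cutoff of the control wells' mean inhibition plus 3 SD, cut at about 5.5% in these data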;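 also: 0% = DMSO wells median and 100% = median of wells with control inhibitor compound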
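Measured by: Kinase-Glo luciferase luminescence reporting remaining unconsumed ATP. Material: purified T. brucei MetRS enzyme. Doses: 11.9 µM compound single dose, 0.9% DMSO. Medium: HEPES buffer containing pyrophosphatase, BSA, spermine, DTT. Times: 15 min preincubation, 2 h reaction, all 25 °C. Reagent: methionine, ATP and bulk E. coli tRNA.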
Numbers without * were called inactive; nt = no result given.

SMILES	SKN-1 inh	MsrA inhibitor	FAS-TE inh	eLon inh	MLLE-PAM2 inh	MT1-MMP act inh	bovine MsrA act	NRP1-CendR mod	Tb MetRS inh
O=C(Nc1nc2c(Br)cccc2s1)C1CC1	0	nt	0	23*	4	2	-2	6	0.5
CCc1ccc(N(CC(=O)NC2CCCCC2)C(=O)CNC(=O)c2ccco2)cc1	6	-0.6	7	-5	-6	0	-3	13	-0.9
CN(C)c1ccc(C(CNC(=O)c2ccccc2Br)c2c[nH]c3ccccc23)cc1 (stereo not drawn)	5	-1.2	-8	-7	-10	-4	-1	-2	-0.5
CCOC(=O)NC1C=CS(=O)(=O)C1 (stereo not drawn)	22	-0.4	-4	-3	-1	-1	-10	-6	-1.7
COc1ccc(OCc2cc(C(=O)N(C)C3CCOC3)no2)c(Cl)c1 (stereo not drawn)	13	0.3	-3	-15	7	-2	-12	-1	0.2
COc1cc(/C=C(\C#N)c2nc3ccccc3s2)ccc1OCC(=O)Nc1ccccc1	14	nt	-17	-78	-28	-76	0	-118	-0.2
CCOc1ccc(/C=N/NC(=O)CC(=O)NCc2ccccc2)cc1	-5	-0.6	-2	2	-6	3	-11	-5	-2.9
CC(C)Oc1cc(NC(=O)CS(=O)(=O)CC(=O)N(C)C)c(Cl)cc1Cl	-5	-0.1	-5	-2	3	1	-1	2	0.3
COc1ccc(CN(C)C(=O)CSc2nnc(C3CC3)n2C2CC2)cc1	-21	-0.7	-4	-7	1	nt	-13	-6	-0.7
COc1ccc(CC(N)c2csc(NC(=O)Nc3cc(OC)ccc3OC)n2)cc1 (stereo not drawn)	8	0.8	-11	-10	1	-6	-2	0	-0.1
Cc1ccc([N+](=O)[O-])c(OCCN2CCCCCC2)c1	-3	2.3	-10	0	-3	6	1	11	-0.9
Cn1nnnc1SCCNCc1ccccc1OCc1ccc(Cl)cc1	5	0.8	-6	-5	3	1	1	-1	0.9
Cc1ccc(S(=O)(=O)NCCC(=O)NCC(c2cccs2)N(C)C)cc1 (stereo not drawn)	-9	-0.9	-6	-6	7	-2	-6	-1	-0.3
COc1ccc(N(C)C(=O)Cc2c(C(=O)O)[nH]c3ccccc23)c(OC)c1	-3	2.4	-6	-6	-15	-5	-8	-3	-1.7
O=C(CSCC(=O)Nc1ccc2ccccc2c1)NCc1ccccc1	-26	0.6	8	6	11	8	-2	-15	0.1
O=[N+]([O-])c1cc(S(=O)(=O)N2CCCC2)ccc1N/N=C/c1ccncc1	8	1.0	7	-7	-7	6	-3	4	1.0
COc1ccccc1CC(=O)N1CCN(c2cccc(C(F)(F)F)c2)CC1	0	1.3	9	-4	6	0	-3	7	-0.5
O=C(c1cc(C2CC2)nc2ccc(Br)cc12)N1N=C(C(F)F)CC1(O)C(F)F (stereo not drawn)	16	0.8	39	0	0	-18	-5	-15	-0.7
CSc1nc2cc(S(=O)(=O)N3CCOCC3)ccc2s1	7	0.5	-6	-4	3	0	-1	10	0.2
CC1(C)NC(=O)N(CC(=O)N2CCN(S(=O)(=O)c3ccccc3C(F)(F)F)CC2)C1=O	10	0.3	-10	4	3	4	-7	1	-0.5
Cc1cc(C(F)F)n2nc(C(=O)O)nc2n1	6	1.4	-6	-11	3	0	-11	0	-1.5
CC(C)[C@@H](C(=O)N[C@@H](C(=O)O)c1ccccc1)N1C(=O)N2CCc3c([nH]c4ccccc34)[C@@]2(C)C1=O	2	0.4	-6	3	1	5	-8	2	-1.9
CN(c1ccc(C(=O)NCc2ccncc2)cc1)S(C)(=O)=O	-6	0.1	-8	-10	17	2	-8	-3	0.3
CC(C)(C)NC(=O)Cn1nnc(-c2ccccc2NC(=O)c2cnccn2)n1	11	-0.1	-3	8	3	6	-5	3	-0.3
COc1ccc2[nH]c(C)c(CCN(Cc3cccs3)C(=S)Nc3ccccc3)c2c1	-13	0.6	12	68*	125	-63	-5	6	-0.1
COCCNC(=S)Nc1ccccn1	2	0.5	-10	-2	-43	-3	-3	-2	-0.1
CCN(CC)c1ccc(CN(C(=O)c2cc(OC)c(OC)c(OC)c2)C2CCS(=O)(=O)C2)cc1 (stereo not drawn)	16	0.1	-3	-6	8	2	2	4	-0.6
C[C@@H]1CN([C@@H](C)CO)C(=O)CCCn2nncc2CO[C@H]1CN(C)Cc1cccnc1	8	-1.2	-11	3	11	0	0	12	1.2
COC(=O)C[C@@H]1CC[C@@H](NS(=O)(=O)c2ccccc2OC)[C@@H](CO)O1	-4	2.3	nt	nt	nt	-3	nt	3	-1.2
CC1CCCC(C)N1C(=O)COC(=O)C(Cc1ccccc1)NC(=O)c1cccs1 (stereo not drawn)	1	-0.7	-14	5	-8	4	0	13	-0.1
CC(C)Oc1ccc(CNCCC2(C(C)C)CCOC(C)(C)C2)cc1 (stereo not drawn)	17	2.2	-4	-9	-2	2	-1	0	-0.9
COc1cccc(/C=N/NC(=O)CCc2n[nH]c(=O)[nH]c2=O)c1O	8	0.6	-10	-37	-2	1	-6	-6	0.5
CCCCC(=O)N/N=C(C)/C=C/c1ccccc1F	-2	0.6	2	1	-8	1	-2	-6	0.2
CCOC(=O)c1cc2c(=O)n3ccccc3nc2n(Cc2ccc(Cl)cc2)c1=N	-10	0.6	8	9	-29	-2	-3	-135	-0.5
O=C(NCC1CCCN(C(=O)c2cscn2)C1)c1ccccc1Cl (stereo not drawn)	1	-0.3	-4	-11	4	-7	-2	-11	-0.3
COc1cc(NC(=O)C2CC(c3cccc(OC)c3OC)=NO2)cc(OC)c1OC (stereo not drawn)	-14	-0.1	-6	-8	16	-1	-4	-11	-0.5
COc1ccccc1CC(=O)N1CCCC(CCC(=O)NCc2ccccc2F)C1 (stereo not drawn)	-1	-1.3	-3	-4	1	2	-7	9	-0.9
CC1(C)Cc2nc3nc(SCC(=O)Nc4ccccc4)nc(N)c3cc2CO1	1	0.3	-2	-8	16	-1	-1	8	-0.7
NC(c1ccncc1)c1ccc(Cl)cc1 (stereo not drawn)	7	-0.1	-8	-16	-11	2	-3	-4	-0.1
CCC(=O)N1CCN(c2nc3ccccc3s2)CC1	-6	0.6	-8	-14	0	6	-4	-22	-1.1
Clc1ccc(-c2nnc(CSc3nnc(-c4cccs4)o3)o2)cc1	-7	0.6	2	-2	-2	-1	-9	3	0.2
O=C1CCN(S(=O)(=O)c2ccc(Br)cc2)CCN1	5	1.4	0	4	-6	3	-1	3	0.4
Cc1cc(C)nc(SCCC(=O)Nc2cccc3ccccc23)n1	-12	0.3	-11	10	-5	-4	-6	5	-1.1
Cc1c(C)c2c(OCC(=O)N[C@@H](CC(C)C)C(=O)O)cc3c(c2oc1=O)CCC(C)(C)O3	18	1.0	5	-5	-26	-10	-1	10	0.2
CC1CC(C)CN(CCCNC(=O)c2ccc(N3CCCC3=O)cc2)C1 (stereo not drawn)	10	-1.0	-3	1	0	-1	-5	-16	-0.6

Laid out differently: 3 of the compounds above.
Structure,SKN-1 inh,MsrA inhibitor,FAS-TE inh,eLon inh,MLLE-PAM2 inh,MT1-MMP act inh,bovine MsrA act,NRP1-CendR mod,Tb MetRS inh
CCOC(=O)c1cc2c(=O)n3ccccc3nc2n(Cc2ccc(Cl)cc2)c1=N,-10,0.6,8,9,-29,-2,-3,-135,-0.5
NC(c1ccncc1)c1ccc(Cl)cc1 (stereo not drawn),7,-0.1,-8,-16,-11,2,-3,-4,-0.1
O=C(NCC1CCCN(C(=O)c2cscn2)C1)c1ccccc1Cl (stereo not drawn),1,-0.3,-4,-11,4,-7,-2,-11,-0.3

Continuation:
SMILES	SKN-1 inh	MsrA inhibitor	FAS-TE inh	eLon inh	MLLE-PAM2 inh	MT1-MMP act inh	bovine MsrA act	NRP1-CendR mod	Tb MetRS inh
CC(=O)Nc1sc(NC(=O)c2ccc([N+](=O)[O-])cc2)nc1-c1cccs1	-1	0.6	12	-5	4	2	-4	-2	-0.7
CCOc1ccc(S(=O)(=O)NCc2ccc(Cl)cc2)c2cccnc12	0	1.0	-8	10	-4	4	2	-13	1.2
CCN1CCN(C(=S)Nc2cc(C(=O)OC)ccc2C(=O)OC)CC1	-16	1.3	-6	-9	-26	-1	-9	-1	-1.1
Cn1cc(CN2CCC(C(=O)NC(c3ccc(F)cc3)c3ccc4ccccc4n3)CC2)c2ccccc21 (stereo not drawn)	-12	-2.5	1	-16	-10	-4	2	-6	-0.1
Cc1cccc(Cl)c1NC(=O)N1CCCN(c2nc3ccc(Cl)cc3s2)CC1	-6	-0.3	10	3	-2	-2	-2	-17	0.8
CC1(C)CC(=O)C(C=Nc2ccccc2Sc2ccccc2)=C(O)C1	13	nt	18	1	5	-2	-2	-10	-0.6
COC(=O)c1ccc(C(=O)OC)c(NC(=O)C2CCCO2)c1 (stereo not drawn)	15	1.8	-2	-1	-5	1	-1	10	0.2
CCN(CC)C(=O)Cn1cc(S(=O)(=O)Cc2cccc([N+](=O)[O-])c2)c2ccccc21	10	0.5	7	7	13	0	-2	24*	-0.1
COCC(COS(N)(=O)=O)Cc1ccccc1 (stereo not drawn)	10	-0.5	-6	3	5	3	-1	13	0.5
N#CC(Cc1ccccc1)(Cc1ccccc1)C(=O)NN	-1	-0.4	-1	-9	3	-1	-4	4	-2.4
CC1(C(=O)O)CCC(C(=O)Nc2ccccc2)C1(C)C (stereo not drawn)	-18	0.1	-8	4	3	3	-6	6	-1.4
CN1C(=S)SC(C)(NO)C1(C)C (stereo not drawn)	-11	nt	-11	-2	30	11	-9	14	-1.2
O=C(CN1CCOCC1)NCCc1ccccc1	13	-1.4	-2	-4	-4	-1	-2	11	-0.6
C/C(=N/NS(=O)(=O)c1ccc(Cl)cc1)c1ccncc1	15	0.6	-3	-11	-7	1	-1	10	-0.1
CN(C)c1ccc(C2/C(=C(/O)c3ccccc3)C(=O)C(=O)N2CCCC(=O)O)cc1 (stereo not drawn)	4	1.7	-6	-2	3	4	-2	3	-0.3
Cc1ccc(N(CC(O)Cn2c3ccccc3c3ccccc32)S(C)(=O)=O)c(C)c1 (stereo not drawn)	-2	-0.4	25	5	-1	-2	-1	4	-0.6
CN(c1ccccc1)S(=O)(=O)c1ccc(NC(=O)c2ccccc2C(=O)O)cc1	-6	-0.6	-6	-1	-10	2	-2	13	-0.1
COc1ccc(-c2nc3ccc(C)cn3c2CC(C)(C)C)cc1OC	-6	0.5	12	-7	-2	0	-6	2	-1.0
COC(=O)c1ccccc1NC(=S)NC(NC(=O)c1ccco1)C(Cl)(Cl)Cl (stereo not drawn)	1	nt	50*	2	-74	1	-1	-5	-1.2
Cc1onc(-c2ccccc2)c1C(=O)Nc1ccc(S(=O)(=O)N2CCCCC2)cc1	-6	-0.3	16	-3	16	-4	-3	-4	-0.5
CC(=O)c1cccc(NC(=O)N2C3CCC2CC(O)(c2cccnc2)C3)c1 (stereo not drawn)	4	0.6	-2	-4	10	-7	-2	10	-0.3
O=C(Nc1nccs1)c1ccc(Br)cc1	25	-1.2	-2	-6	-10	0	0	-8	-0.3
COc1ccc(OC)c(NC(=O)C(=O)NNC(=O)c2cccs2)c1	-2	0.9	-7	-5	-15	4	-8	0	-0.5
NC(=O)COC(=O)CCCc1c[nH]c2ccccc12	-1	-0.1	-5	6	-6	9	-2	-4	-0.5
Cc1cc(O)ccc1-c1cc(C(=O)NCc2ccc(F)cc2)[nH]n1	-4	0.3	1	4	1	4	0	0	-0.1

No enrichment for hits, and some 4% of all compounds hit somewhere here.
